Screens: PubChem, several laboratories
DAX1 inh-1 = DAX1 (NR0B1) inhibitors on StAR promoter, primary screen, cell-based, luminescence, SF-1 (NR5A1), full-length DAX-1. actives 1.1% (n = 370,000). inhibition, % at 6.8 µM. AID 652010, 2013. HEK293T StAR-luciferase reporter, SF-1/DAX-1 repression relief;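 active = inhibition above the mean over all tested compounds plus 3 SD, cut at about 3.6% in these data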;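 note: 0% = DAX-1 cells with DMSO and 100% = cells lacking DAX-1 with DMSO; higher inhibition means more luminescence from relief of DAX-1 repression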
DAX1 inh-2 = DAX1 (NR0B1) inhibitors, primary screen, cell-based, HEK293, Gal4-DAX1, luciferase luminescence | Nuclear receptor subfamily 0 group B member 1 (Homo sapiens), P51843 | AID 504766, 2011 | inhibition, % at 6.75 µM | actives 0.99% (n = 340,000) | HEK293 Gal4-DAX1 luciferase reporter;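 active = inhibition above the mean over all tested compounds plus 3 SD, cut at about 4.2% in these data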;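 note: 0% = DAX1-transfected cells with DMSO and 100% = empty-vector control cells with DMSO; inhibition shows as a rise in luminescence from relieved DAX1 repression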
hcDAF-12 act = H. contortus DAF-12 nuclear receptor activators, primary screen, cell-based, luminescence, HEK293, lit1-tk-luc reporter; activation, % at 6.8 µM; actives 1.4% (n = 370,000); HEK293 hcDAF-12 lit1-tk-luc reporter; 0% DMSO, 100% Δ7-dafachronic acid;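 active = activation above the mean of all tested compounds plus 3 SD, cut at about 5.5% in these data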;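 note: 100% = response to 3 µM Δ7-dafachronic acid high control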
SMARCA2 activ = SMARCA2 (BRM) function activators, primary screen, cell-based, luminescence, high throughput; MG213 cells, MMTV-luciferase reporter, dexamethasone, overnight; activation, % at 9.1 µM; actives 1% (n = 370,000); in the data active = activation above about 7.8%;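 note: 0% = vehicle wells and 100% = reference activator wells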
ssDAF-12 act = S. stercoralis DAF-12 nuclear receptor activators, primary screen, cell-based, luminescence, HEK293, GRIP1 co-expression, lit1-tk-luc; HEK293 ssDAF-12/GRIP1 lit1-tk-luc reporter; % of 3 µM dafachronic acid response; AID 652126, 2013; activation, % at 6.8 µM; actives 1% (n = 370,000);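 active = activation above the mean over all tested compounds plus 3 SD, cut at about 0.9% in these data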;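 note: 0% = DMSO-only wells and 100% = 3 µM delta7-dafachronic acid wells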
ADAM17 inh = ADAM17 inhibitors, primary screen, biochemical, QFRET; Disintegrin and metalloproteinase domain-containing protein 17 (Homo sapiens), P78536; recombinant ADAM17, EDANS/DABCYL FRET peptide cleavage; inhibition, % at 6.95 µM; actives 0.83% (n = 370,000); AID 720648, 2013;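 active = inhibition above the mean of compounds lying between control limits plus 3 SD, set per campaign, cut at about 8.5% in these data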;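 note: 0% = DMSO-only wells as the low control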
Target sequence (P78536 215-824 limits assumed): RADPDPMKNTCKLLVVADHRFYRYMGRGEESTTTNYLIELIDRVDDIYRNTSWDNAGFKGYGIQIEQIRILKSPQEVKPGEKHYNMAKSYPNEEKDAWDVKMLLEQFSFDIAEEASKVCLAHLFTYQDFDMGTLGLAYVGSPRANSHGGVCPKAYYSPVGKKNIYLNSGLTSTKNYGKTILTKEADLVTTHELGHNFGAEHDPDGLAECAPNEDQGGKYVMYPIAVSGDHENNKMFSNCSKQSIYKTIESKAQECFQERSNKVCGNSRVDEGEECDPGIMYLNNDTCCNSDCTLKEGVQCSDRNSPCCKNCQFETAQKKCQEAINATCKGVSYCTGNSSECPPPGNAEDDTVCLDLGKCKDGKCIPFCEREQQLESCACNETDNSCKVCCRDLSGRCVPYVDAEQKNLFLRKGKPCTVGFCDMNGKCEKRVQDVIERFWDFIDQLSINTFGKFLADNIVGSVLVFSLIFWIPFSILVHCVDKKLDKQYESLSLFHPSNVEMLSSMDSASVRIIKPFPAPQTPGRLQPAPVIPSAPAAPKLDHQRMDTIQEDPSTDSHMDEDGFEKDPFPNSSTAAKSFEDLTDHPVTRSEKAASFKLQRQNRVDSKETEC
MBD2 inh = inhibitors of MBD2 binding to methylated DNA, primary screen, biochemical, TR-FRET, DNA-binding domain, human. Methyl-CpG-binding domain protein 2 (Homo sapiens), Q9UBB5. MBD2 binding to methylated oligonucleotide. inhibition, % at 4.4 µM. actives 0.31% (n = 370,000). AID 686964, 2013; in the data active = inhibition above about 13%
Target sequence (Q9UBB5 whole entry, looked up, the tested form may be a part): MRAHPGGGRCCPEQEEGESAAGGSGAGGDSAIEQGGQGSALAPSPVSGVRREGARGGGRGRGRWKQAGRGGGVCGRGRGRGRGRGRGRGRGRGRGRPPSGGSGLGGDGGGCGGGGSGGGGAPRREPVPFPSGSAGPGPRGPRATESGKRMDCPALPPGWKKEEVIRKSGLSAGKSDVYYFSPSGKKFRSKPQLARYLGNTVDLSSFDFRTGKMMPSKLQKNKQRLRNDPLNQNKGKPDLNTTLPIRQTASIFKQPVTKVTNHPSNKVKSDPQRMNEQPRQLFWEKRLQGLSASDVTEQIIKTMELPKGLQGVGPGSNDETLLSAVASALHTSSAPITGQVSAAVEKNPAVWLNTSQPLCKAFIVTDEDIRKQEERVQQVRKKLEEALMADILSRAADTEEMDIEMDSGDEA
PLC-gamma1 inh = PLC-gamma1 enzyme inhibitors, primary screen, biochemical, fluorescence, purified enzyme; fluorogenic substrate; inhibition, % at 12.2 µM; actives 0.84% (n = 370,000); AID 720700, 2013; in the data active = inhibition above about 9.5%
hgDAF-12 ag = H. glycines DAF-12 receptor agonists, primary screen, cell-based, luminescence, HEK293, GAL4 fusion, UAS-luciferase; activation, % at 6.8 µM; actives 1.8% (n = 370,000); HEK293 GAL4-hgDAF12 UAS-luciferase reporter, agonist luminescence; normalized to butyrate control; Nuclear hormone receptor DAF-12 (Heterodera glycines), GAL4 fusion;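 active = activation above a cutoff set at the mean of all screened compounds plus 3 SD, cut at about 10% in these data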;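 note: 0% = DMSO wells and 100% = sodium butyrate wells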
NR1D1 modulator = modulators of Rev-erb alpha DNA binding, primary screen, biochemical, FITC-DNA, fluorescence polarization, uHTS; Rev-erbα–FITC-DNA binding, 90 min; actives 0.79% (n = 370,000); activity, % at 10 µM; AID 1259318, 2017; Nuclear receptor subfamily 1 group D member 1 (Homo sapiens), P20393;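 active = activity above about 14%, limit read from the data; passing the limit was not always enough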;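 note: 0% = DMSO wells with 35 nM protein and 100% = DMSO wells with 750 nM protein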
PLC-beta3 inh = human PLC-beta3 inhibitors, primary screen, biochemical, fluorescence; inhibition, % at 12.2 µM; actives 0.18% (n = 370,000); 1-phosphatidylinositol 4,5-bisphosphate phosphodiesterase beta-3 (Homo sapiens), Q01970; Purified PLC-beta3, fluorogenic substrate; in the data active = inhibition above about 11%;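 note: 0% = median of compound wells on plate and 100% = full blocker control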
Active calls of the source: *; . = no result given.

SMILES	DAX1 inh-1	DAX1 inh-2	hcDAF-12 act	SMARCA2 activ	ssDAF-12 act	ADAM17 inh	MBD2 inh	PLC-gamma1 inh	hgDAF-12 ag	NR1D1 modulator	PLC-beta3 inh
COc1ccc(OCC(=O)Nc2ccccc2C(=O)NC(C)C)cc1	0.1	0.0	-0.8	0	-1.8	0	3	-1	-2.8	1	0
Cc1nc2ccccc2nc(=O)c1NNc1ccc([N+](=O)[O-])cc1	-1.5	-1.7	1.5	2	-1.9	3	1	-8	1.6	-15	-8
Cc1nc(C/C(=N\N)c2ccc(O)cc2O)cs1	0.3	0.6	0.9	-1	-0.7	-4	2	-45	3.5	-6	-71
CC(C)Oc1ccc(C2CC(=O)N(c3ccc(C(=O)O)cc3)C2=O)cc1 (centres undefined)	-0.5	0.9	-1.1	0	-0.2	0	-4	-3	-3.5	1	-2
Cc1cc(Nc2ccc(Br)cc2)nc2ccccc12	0.2	5.5*	1.4	5	-0.6	-12	4	-27	5.6	5	-43
CC1(c2ccc(OCC(N)=O)cc2)NC(=O)NC1=O (centres undefined)	0.1	-0.9	-0.4	-4	-0.5	-4	0	0	1.6	4	-7
O=C(NCc1ccccc1)C1(c2ccccc2)CCN(S(=O)(=O)c2ccccc2)CC1	-0.3	-0.4	-0.7	-2	-0.7	2	-2	2	-2.8	-2	1
COc1cc(/C=C(/C#N)C(=O)Nc2ccccc2)c(Br)cc1OCc1ccc(C(=O)O)cc1	0.5	-0.6	1.0	-1	-0.8	-9	6	-4	1.4	-7	-13
O=C(NCC1CCCO1)c1cncc(Br)c1 (centres undefined)	-0.1	-0.6	-1.5	0	-1.1	-1	3	-2	3.1	3	0
O=C(NCCN1CCOCC1)/C(=C/c1ccc(Cl)cc1)NC(=O)c1ccccc1	-0.1	-0.9	1.8	-1	-0.8	0	0	0	-2.5	1	-1
COc1cccc(S(=O)(=O)N(C)C[C@@H]2OCc3cnnn3CCCC(=O)N([C@@H](C)CO)C[C@@H]2C)c1	-0.1	3.1	-2.8	-1	-1.6	-3	2	3	-0.3	-3	0
CCOc1ccc(NC(=O)C2CCCN2C(=O)Oc2ccccc2)cc1 (centres undefined)	0.2	-0.7	-1.3	0	-0.5	-2	2	-1	2.7	3	0
CN(CCO)c1cc(N2CCC3(CC2)OCCO3)c2nonc2c1[N+](=O)[O-]	-0.5	0.6	-0.3	-1	-1.1	3	-18	3	2.3	3	4
CCC(Sc1nc(N)c(NC(=O)c2ccc(Br)o2)c(=O)[nH]1)C(=O)O (centres undefined)	2.4	0.2	0.3	0	-1.1	-7	-1	-2	1.1	-4	-6
COc1ccc(-c2nc3cc(C)c(Br)c(C)n3c2Cc2ccccc2C(F)(F)F)cc1OC	0.5	.	-2.7	-1	-1.3	-4	7	-4	-2.4	-4	-10
N#CCC(C(=O)c1cccnc1)c1ccccc1 (centres undefined)	-1.5	1.6	-0.1	-2	-1.1	5	-7	1	-1.4	0	11*
COc1ccc(N(CC(=O)O)S(C)(=O)=O)cc1OC	0.0	0.9	0.0	1	-1.1	-5	7	0	2.1	2	0
O=[N+]([O-])c1ccc(Sc2nccn2Cc2ccccc2)c([N+](=O)[O-])c1	-0.8	-1.7	-1.2	-4	-1.7	-3	5	3	1.6	0	-1
NC(=O)CSc1nc2scc(-c3ccc(Cl)cc3)c2c(=O)n1Cc1ccccc1	0.1	-0.7	-2.5	-1	-1.5	-1	-1	1	0.0	8	1
O=C(Nc1ccc(Cl)cc1)c1cc2nc(-c3ccco3)cc(C(F)(F)F)n2n1	0.1	-0.6	-1.0	1	-1.0	-9	-1	-70	0.3	0	-89

2 entries from above, reformatted:
CC(C)Oc1ccc(C2CC(=O)N(c3ccc(C(=O)O)cc3)C2=O)cc1 (centres undefined)
  DAX1 inh-1: -0.5; DAX1 inh-2: 0.9; hcDAF-12 act: -1.1; SMARCA2 activ: 0; ssDAF-12 act: -0.2; ADAM17 inh: 0; MBD2 inh: -4; PLC-gamma1 inh: -3; hgDAF-12 ag: -3.5; NR1D1 modulator: 1; PLC-beta3 inh: -2

CN(CCO)c1cc(N2CCC3(CC2)OCCO3)c2nonc2c1[N+](=O)[O-]
  DAX1 inh-1: -0.5; DAX1 inh-2: 0.6; hcDAF-12 act: -0.3; SMARCA2 activ: -1; ssDAF-12 act: -1.1; ADAM17 inh: 3; MBD2 inh: -18; PLC-gamma1 inh: 3; hgDAF-12 ag: 2.3; NR1D1 modulator: 3; PLC-beta3 inh: 4

The listing continues:
SMILES	DAX1 inh-1	DAX1 inh-2	hcDAF-12 act	SMARCA2 activ	ssDAF-12 act	ADAM17 inh	MBD2 inh	PLC-gamma1 inh	hgDAF-12 ag	NR1D1 modulator	PLC-beta3 inh
CC(C)(C)c1ccc(N=C2SCC(=O)N2Cc2cccs2)cc1	-0.2	2.9	1.5	3	-1.8	3	4	2	0.6	-6	-4
CCn1nc(C)c(/C=N/NC(=O)Cn2nnnc2N)c1C	0.5	.	-0.9	-3	-0.7	-2	-1	-1	-0.2	-3	-5
C=C(c1ccccc1C)[n+]1ccccc1	-0.4	-0.4	0.0	-1	-1.1	-1	0	3	-0.4	-1	-1
COc1ccc(C(=O)NC(C(=O)N2CCc3ccccc32)C(C)C)cc1 (centres undefined)	0.2	-1.3	4.9	0	-0.8	-6	2	1	-1.2	7	-2
COC(=O)C(c1cc(OC)c(O)c(OC)c1)(N1CCNC(C)C1)C(F)(F)F (centres undefined)	0.0	0.6	-0.1	1	-1.4	-1	-3	6	2.0	-1	4
Cc1nnc(SCC(=O)Nc2nsc(-c3ccccc3)n2)s1	0.0	3.1	-1.1	0	-1.5	-9	-1	-22	5.0	2	-23
O=C(CSc1nc2cc(Cl)ccc2s1)NCc1ccc2c(c1)OCO2	0.5	1.2	5.0	-2	-0.9	1	2	6	5.5	5	4
COc1ccc(Oc2cc(F)nc(N)n2)cc1	0.0	-0.4	-0.4	2	-1.5	-3	0	4	0.3	2	3
O=C(/C=C/c1ccc(F)cc1)NCCCn1ccnc1	0.6	1.1	-1.7	-1	-0.8	-8	3	2	-3.7	-3	-8
CCCc1cnc(NCCNCC(O)COc2ccc(Cl)c(Cl)c2)nc1 (centres undefined)	0.1	0.0	-0.1	0	-0.5	-1	-4	7	0.3	-1	-6
CCCCn1ccc(O)c(Cc2ccc(F)cc2)c1=O	-0.7	1.2	1.5	0	-1.1	-1	3	2	-0.7	-4	1
O=C(NC(=S)Nc1cccc(Cl)c1)c1cncc(Br)c1	0.4	.	0.0	0	-1.3	-1	-2	-2	0.0	0	-4
O=c1[nH]cnc2c1N1CCC2CC1	0.7	-0.5	-0.9	0	-1.1	-4	3	-1	1.2	0	0
COc1ccc(CNC(=S)Nc2ccc(F)c(Cl)c2)cc1	0.0	0.2	-0.5	-2	-1.8	2	0	-1	1.4	-1	1
COc1cc(CC(=O)NCc2ccco2)cc(OC)c1OC	0.4	-0.7	-1.3	-2	-0.5	1	-2	3	-1.8	2	3
CS(=O)(=O)c1cccc(C(=O)Nc2cccc(S(=O)(=O)N3CCCC3)c2)c1	-1.7	-0.2	1.7	-3	-1.3	-1	4	-1	-1.6	-5	-6
Cc1c(Cl)c([N+](=O)[O-])nn1CC(=O)Nc1ccc2c(c1)OCO2	0.4	-0.1	-3.2	0	-0.8	1	-1	-1	2.5	8	0
O=C(CCCCCNC(=O)N1CCn2c1nc1ccccc12)NCc1ccc(F)cc1	0.0	0.2	-0.1	-3	0.0	3	-2	11*	-2.9	3	0
COc1ccc(CNC(=O)COC(=O)CO/N=C(\C)c2ccc3c(c2)OCO3)cc1	-0.5	0.0	1.7	-2	-1.3	-1	-3	-3	3.1	-1	-11
CCCN1CCN(c2ncnc3scc(C4COc5ccccc5O4)c23)CC1 (centres undefined)	-0.6	-0.7	-2.5	0	-0.4	-3	-4	1	0.8	0	1
Cc1ccc(CNC(=O)C2CC(c3ccc([N+](=O)[O-])cc3)=NO2)cc1 (centres undefined)	0.1	-0.3	-0.8	2	-0.8	0	3	1	2.5	-4	0
CCc1ccc(N2CC(C(=O)Nc3ccc(OC)c(S(=O)(=O)N4CCOCC4)c3)CC2=O)cc1 (centres undefined)	-0.9	0.1	-1.2	2	-1.8	1	-1	0	0.6	-2	3
CN(C)C(=O)Cn1cc(S(=O)(=O)Cc2ccccc2)c2ccccc21	0.1	-0.3	6.6*	-3	-0.6	0	3	0	1.3	0	-5
O=C(N/N=C/c1ccco1)c1ccc(N2CCCC2=O)cc1	-0.1	-1.5	3.2	-3	-0.8	2	5	0	0.5	6	-2
CC(C)(C)NS(=O)(=O)c1ccc(CCC(=O)NCc2cccnc2)cc1	0.7	-0.1	2.4	0	-0.6	5	-4	1	0.8	1	6
CC(C)(C)S(=O)N1Cc2cc(C(=O)NCc3ccc4c(c3)OCO4)nc(-c3cccc(-c4ccccc4)c3)c2[C@@H]1CCO (some centres undefined)	-3.7	.	1.4	-5	-1.2	9.2*	-3	-2	-1.1	0	0
Cc1noc(C)c1NC(=O)NCCN1CCN(Cc2ccccc2)CC1	0.2	0.7	-0.9	-5	-1.3	0	2	2	0.7	1	-5
Cc1nn(C)c(C)c1NC(=O)c1ccnn1C	-0.5	0.9	-0.5	-1	-0.5	-3	3	3	0.6	-11	1
CC(C)COP(=O)(c1ccc(N(C)C)cc1)C(O)c1ccc(Br)cc1 (centres undefined)	-0.2	-1.1	0.0	0	-0.9	0	0	2	1.6	-4	-2
CCOC(=O)c1c(CSc2ccccc2)n(C)c2ccc(O)c(CN3CCN(C)CC3)c12	0.2	-0.3	-2.2	-3	-0.2	-4	5	-1	-1.6	1	-9
COc1ccc(CCNC(=O)COc2ccc(C)nc2[N+](=O)[O-])cc1OC	0.6	0.6	-1.0	4	-1.0	-2	2	5	2.9	3	-4
CCCCc1ccc(NS(=O)(=O)c2c(C)n(C)c(=O)n(C)c2=O)cc1	-0.3	-0.3	-1.0	-2	-1.8	-2	-2	-2	-3.0	0	-3
Cc1ccccc1Nc1nc(N)nc(CSc2nc3ccccc3s2)n1	0.0	-0.7	-1.7	0	-0.3	3	4	-2	-3.2	-1	-3
O=C(O)CN1CCCC1=Nc1ccccc1	-0.1	0.2	1.9	-3	0.4	0	2	2	2.7	0	5
CCCc1nnc(NC(=O)C2CC(=O)N(CCc3ccc(F)cc3)C2)s1 (centres undefined)	0.1	-0.2	0.8	-2	-0.6	1	8	1	5.5	-3	-5
CCCCn1nc(C(=O)O)ccc1=O	0.2	-1.3	-0.2	0	-0.6	-3	0	-1	1.3	0	-1
